High-throughput results as filed in PubChem BioAssay.
EPAC2 agonist = qHTS for Agonist of cAMP-regulated guanine nucleotide exchange factor 4 (EPAC2): primary screen | Rap guanine nucleotide exchange factor 4 (Homo sapiens), Q8WZA2 | EPAC2 activation, biochemical qHTS; response scale: 100% = 6.5 mM cAMP response | Potency, µM (series often up to 154 µM), for inactives: at the top dose activation, most hits filed as activators | 0.079% of 360,000 active | AID 720711, 2013; note: potency is the fitted concentration of half-maximal effect; nearly all actives have a fitted effect of over 50% in size
Target sequence (Q8WZA2 whole entry, looked up): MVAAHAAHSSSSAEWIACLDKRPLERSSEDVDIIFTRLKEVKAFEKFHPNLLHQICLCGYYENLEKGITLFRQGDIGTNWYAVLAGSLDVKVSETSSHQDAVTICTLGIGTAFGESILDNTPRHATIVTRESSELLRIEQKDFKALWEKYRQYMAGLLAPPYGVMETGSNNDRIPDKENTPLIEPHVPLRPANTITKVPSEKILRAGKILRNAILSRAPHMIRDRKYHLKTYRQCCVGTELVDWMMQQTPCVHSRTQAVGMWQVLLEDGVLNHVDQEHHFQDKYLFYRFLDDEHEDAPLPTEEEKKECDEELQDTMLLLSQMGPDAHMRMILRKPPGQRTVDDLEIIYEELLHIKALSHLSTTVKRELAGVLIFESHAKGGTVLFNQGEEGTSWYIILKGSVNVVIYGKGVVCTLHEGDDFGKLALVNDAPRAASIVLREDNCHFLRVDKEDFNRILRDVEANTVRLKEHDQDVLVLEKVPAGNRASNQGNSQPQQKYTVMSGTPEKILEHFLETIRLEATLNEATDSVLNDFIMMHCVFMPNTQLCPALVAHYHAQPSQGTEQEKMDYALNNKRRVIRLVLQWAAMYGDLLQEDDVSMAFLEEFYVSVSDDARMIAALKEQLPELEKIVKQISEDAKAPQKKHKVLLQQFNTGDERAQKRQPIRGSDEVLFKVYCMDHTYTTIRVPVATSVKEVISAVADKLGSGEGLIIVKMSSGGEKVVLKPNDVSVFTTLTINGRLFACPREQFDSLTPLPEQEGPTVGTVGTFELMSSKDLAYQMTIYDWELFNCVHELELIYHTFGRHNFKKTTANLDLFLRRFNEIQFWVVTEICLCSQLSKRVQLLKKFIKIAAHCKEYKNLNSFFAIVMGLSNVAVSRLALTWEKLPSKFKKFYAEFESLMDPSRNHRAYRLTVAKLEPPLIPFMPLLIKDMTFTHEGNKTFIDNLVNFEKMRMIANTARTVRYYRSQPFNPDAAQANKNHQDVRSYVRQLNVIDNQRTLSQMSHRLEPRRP
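In this primary screen, activation is scored as increased exchange of BODIPY-GDP from Rap1B by 100 nM EPAC2, with 50 uM GDP as competitor. Signal is normalized to the 6.5 mM cAMP agonist control.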
EPAC2 antag = qHTS for Antagonist of cAMP-regulated guanine nucleotide exchange factor 2 (EPAC2): primary screen; AID 720708, 2013; Potency, µM (doses to about 114 µM), without a hit: at the top dose activity, negative = inhibition, most hits filed as inhibitors; 0.18% of 360,000 active; EPAC2 GEF exchange of Rap1B-BODIPY-GDP, fluorescence; note: potency is the fitted concentration of half-maximal effect; % is set by controls: 0 for no effect and ±100 for the full control effect; nearly all actives have a fitted effect of over 45% in size; many of its hits are not listed in these tables
D3 antag = qHTS of D3 Dopamine Receptor Antagonist: qHTS; max response, negative = inhibition, %; 2.5% of 360,000 active; AID 652054, 2013; D3R cells, DiscoveRx beta-arrestin luminescence, antagonist mode; stronger effect = lower value; D(3) dopamine receptor (Homo sapiens), P35462; in the data active = max response below about -50%; inconclusive = no clear call, values can overlap the other calls; note: % is set by controls: 0 for no effect and ±100 for the full control effect; mostly tested at two doses, the higher about 12 µM
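Cells expressing the human receptor were seeded at 1500 cells/well, incubated overnight at 37 degrees C in 5% CO2, then exposed to library compounds with dopamine controls for 90 minutes at 37 degrees C before luminescent detection.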
D3 ag = qHTS of D3 Dopamine Receptor Agonist: qHTS | D3R DiscoveRx beta-arrestin cells, luminescence, 90 min | max activation, % | 0.58% of 410,000 active | D(3) dopamine receptor (Homo sapiens), P35462; in the data active = max activation above about 30%; note: 0% is about no effect; mostly tested at two doses, the higher about 12 µM
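Cells at 1500/well, incubated overnight, then treated with pinned compounds (dopamine as control) for 90 min at 37 degrees C. DiscoveRx reagent added for 30 - 60 minutes at room temperature; luminescence read.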
aSyn yeast inh = qHTS of alpha-syn Inhibitors; 0.14% of 370,000 active; AID 652106, 2013; Yeast expressing alpha-synuclein, growth rescue, BacTiter-Glo, 24 h; Potency, µM (highest dose often 46.1 µM), for the others: top-dose growth rescue (activation), usual class: activators; note: potency is the fitted concentration of half-maximal effect; % of control where 0% means no effect; nearly all actives have a fitted effect of over 65% in size
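Screening used galactose-induced yeast with toxic alpha-synuclein levels, exposed to compound for 24 hr at 30 deg C. Cell growth, read with BacTiter-Glo luminescence, gave the measured signal.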
FUS yeast rescue = qHTS for Suppressors of FUS Proteinopathy: Primary screen using FUS-linked yeast assay; 0.24% of 390,000 active; S. cerevisiae FUS-expressing, growth rescue, OD600, 24 h; Potency, µM (highest dose often 76.6 µM), for the others: at the top dose growth rescue (activation), actives largely listed as activators;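 note: potency is the fitted concentration of half-maximal effect; plate controls were DMSO vehicle for no effect and reference control for full effect; nearly all actives have a fitted effect of over 55% in size; some results filed as inactive show a strong effect at the top dose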
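Galactose (2%) drives FUS expression in yeast precultured in raffinose; seeding density OD 0.005. Test compounds incubated 24hr at 30C and 99% humidity before absorbance at 600 nm was measured.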
Abeta rescue = qHTS for compounds that reverse cellular toxicity of Amyloid beta (A-beta) peptide in yeast: Primary Screen. yeast expressing A-beta42, growth rescue, OD600, 48 h; response scale: 0% DMSO, 100% iron-clioquinol control. Potency, µM (doses to about 46.1 µM), for the others: top-dose growth rescue, actives largely listed as activators. 0.063% of 410,000 active; note: potency is the fitted concentration of half-maximal effect; nearly all actives have a fitted effect of over 55% in size
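Yeast A-beta toxicity model in growth medium with pinned compounds, 48 h at 30 C; growth read as absorbance at 600 nm. Normalized to FeCl3/clioquinol equimolar mix (positive) and DMSO (negative).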
TDP43 rescue = qHTS of TDP-43 Inhibitors; 1.8% of 410,000 active; TDP-43 expressing yeast growth rescue, BacTiter-Glo, 24 h; Potency, µM (highest dose often 46.1 µM), inactives show top-dose growth rescue (activation), most hits filed as activators; AID 652104, 2013; note: potency is the fitted concentration of half-maximal effect; % of control where 0% means no effect; nearly all actives have a fitted effect of over 50% in size
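Cell-based yeast growth screen: TDP-43 expression induced in galactose, inoculum OD600=0.02 after raffinose pregrowth to mid-log. Read-out BacTiter-Glo luminescence at 24 hr, 30 deg C; inhibition of toxicity seen as signal increase.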
The depositor's hits bear a star; ? = inconclusive; · = no result given; & = joins results of further samples; [ ] = dose if it differs, or a comment. Unless noted, calls come from the whole dose curve; as a rule, active = well fitted curve in the direction sought with a large enough effect; inconclusive = small, poorly fitted or top-dose-only effect, or another doubt; inactive = no such curve, though single readings can be large; an effect the other way counts as inactive or inconclusive.

1	CCCS(=O)(=O)N1CC(=O)N(c2ccccc2C)C(C)(C(=O)NC2CCCC2)C1 (stereo unspecified)
2	CC(C)n1ncc2c(C(=O)Nc3ccc(S(C)(=O)=O)cc3)cc(C3CC3)nc21
3	C[N+]1(CC(=O)Nc2ccc(F)cc2)CCN(C(=O)c2ccco2)CC1
4	COc1ccc(N2C(=O)c3ccccc3NC(=O)C2C(=O)NCC(C)C)cc1 (stereo unspecified)
5	CC1=C(C(=O)Nc2ccc(Cl)cc2C(=O)N2CCC(C(N)=O)CC2)SCCO1
6	CC(OC(=O)CNC(=O)c1ccc2ccccc2c1)C(=O)NC1CCCCC1C (stereo unspecified)
7	CNC(=O)CSc1nc2cc(S(=O)(=O)Nc3ccccc3OC)ccc2o1
8	N#Cc1ccc(NC(=O)Cn2cnc(S(=O)(=O)N3CCc4ccccc43)c2)cc1

Screen / compound no. | 1 | 2 | 3 | 4 | 5 | 6 | 7 | 8
EPAC2 agonist | · | 3% | 5% | 13% | 4% | -1% | 0% | -1%
EPAC2 antag | · | -28% | -8% | 12% | -6% | -16% | -1% | -3%
D3 antag | · | -1 | 8 | 4 | -3 | -7 | -16 | 3
D3 ag | -10 | -2 | -15 | 1 | -5 | 4 | -13 | 2
aSyn yeast inh | · | 5% | -1% | 1% | -3% | 1% | -10% | -4%
FUS yeast rescue | -2% | -4% | 45% | -6% | 26% | 29% | ? | 15%
Abeta rescue | -20% | -5% | -6% | -3% | 0% | 3% | -2% | 9%
TDP43 rescue | 5% | 9% | -19% | 18% | -12% | 10% | -14% | 10%

9	CCOc1cccc(CNCCO)c1OCc1ccc(Cl)cc1
10	CCOc1ccc(S(=O)(=O)NCCC(=O)OCN2C(=O)c3ccccc3C2=O)cc1
11	NC(=NCc1ccccc1)C(N=Nc1ccccc1)C(=O)NCc1ccccc1 (stereo unspecified)
12	Cc1ccccc1OCC(=O)Nc1nc(C)c(C(=O)N(C)C)s1
13	C/C(N)=C(/C#N)C(=O)CSc1ccccc1F
14	COC(=O)c1cc2oc(C)cc2n1Cc1c(C)cc(C)cc1C
15	Cc1ccccc1Nc1nc(N)nc(COC(=O)CCS(=O)(=O)c2ccc(Cl)cc2)n1
16	COC(=O)c1cccc(C23CC4(C2)[C@H](CN(C)[C@@H]4c2ccccc2)C3c2ccc(C(F)(F)F)cc2)c1 (stereo partly specified)

Screen / compound no. | 9 | 10 | 11 | 12 | 13 | 14 | 15 | 16
EPAC2 agonist | 14% | 1% | 13% | 1% | -3% | · | 4% | 8%
EPAC2 antag | 4% | 3% | 1% | 10% | 2% | · | -9% | 0%
D3 antag | -23 | 18 | 6 | 2 | 3 | · | -17 | 11
D3 ag | -6 | 0 | 1 | -8 | 4 | 4 | 7 | 6
aSyn yeast inh | 1% | 17% | -1% | -1% | 8% | · | 3% | -6%
FUS yeast rescue | -1% | 20% | -4% | · | -2% | 4% | 16% | 31%
Abeta rescue | -2% | -15% | -10% | -6% | -3% | 0% | 9% | 6%
TDP43 rescue | -13% | 23% | -10% | -19% | -9% | 16% | 21% | 3%

17	CNC(=O)C1(C)C=CC2(CCCCC2)N1C(=O)OC (stereo unspecified)
18	CC(=O)c1cnn(-c2ccc(Cl)cc2)c1C
19	C=CCn1c(-c2ccccc2)cc(SC)c(C#N)c1=O
20	CCCc1ccc(Oc2cc(Cl)nc(N)n2)cc1
21	Cc1cccc(C)c1NC1=NC2(CCCCC2)N=C(N)N1
22	COC(=O)COc1ccc(S(=O)(=O)Nc2ccc3c(c2)OCCO3)cc1C
23	O=S(=O)(NCc1ccccn1)c1ccc2ccccc2c1
24	O=C(Nc1cc(Cl)ccc1-n1cncn1)c1ccco1

Screen / compound no. | 17 | 18 | 19 | 20 | 21 | 22 | 23 | 24
EPAC2 agonist | 6% | 5% | 9% | -5% | 9% | 9% | 18% | 10%
EPAC2 antag | 11% | -7% | -13% | 6% | 0% | -1% | -4% | -6%
D3 antag | 22 | -4 | -1 | -5 | 22 | -5 | -28 | 1
D3 ag | 3 | 1 | 6 | 0 | -1 | 3 | 2 | 2
aSyn yeast inh | 8% | ? | 1% | 1% | · | 6% | -1% | -8%
FUS yeast rescue | -6% | 23% | -29% | -18% | -1% | 18% | 22% | 16%
Abeta rescue | 0% | -20% | -3% | 12% | 4% | -1% | 2% | -5%
TDP43 rescue | 7% | -7% | -7% | 12% | 8% | -14% | -1% | -4%

Given field by field: 4 of the compounds above.
17	CNC(=O)C1(C)C=CC2(CCCCC2)N1C(=O)OC (stereo unspecified)
  EPAC2 agonist: 6%; EPAC2 antag: 11%; D3 antag: 22; D3 ag: 3; aSyn yeast inh: 8%; FUS yeast rescue: -6%; Abeta rescue: 0%; TDP43 rescue: 7%
18	CC(=O)c1cnn(-c2ccc(Cl)cc2)c1C
  EPAC2 agonist: 5%; EPAC2 antag: -7%; D3 antag: -4; D3 ag: 1; aSyn yeast inh: ?; FUS yeast rescue: 23%; Abeta rescue: -20%; TDP43 rescue: -7%
19	C=CCn1c(-c2ccccc2)cc(SC)c(C#N)c1=O
  EPAC2 agonist: 9%; EPAC2 antag: -13%; D3 antag: -1; D3 ag: 6; aSyn yeast inh: 1%; FUS yeast rescue: -29%; Abeta rescue: -3%; TDP43 rescue: -7%
20	CCCc1ccc(Oc2cc(Cl)nc(N)n2)cc1
  EPAC2 agonist: -5%; EPAC2 antag: 6%; D3 antag: -5; D3 ag: 0; aSyn yeast inh: 1%; FUS yeast rescue: -18%; Abeta rescue: 12%; TDP43 rescue: 12%

The main list resumes; the two compounds before the break are reprinted first.
23	O=S(=O)(NCc1ccccn1)c1ccc2ccccc2c1
24	O=C(Nc1cc(Cl)ccc1-n1cncn1)c1ccco1
25	O=S(=O)(Nc1ccccc1N1CCCCC1)c1ccc(Cl)s1
26	COc1ccccc1CSc1nc2n(n1)C(c1ccccc1)C(C(=O)Nc1ccc(C)cc1)=C(C)N2 (stereo unspecified)
27	CCOC(=O)c1ccc(S(=O)(=O)NNC(=O)COc2cccc(C)c2)cc1
28	Cc1ccc2nc(-c3ccccn3)[nH]c2c1
29	Cc1ccc(-c2noc(CN(C(=O)C34CC5CC(CC(C5)C3)C4)C(C)C)n2)cc1
30	CCCCN1c2cc(C)c(O)cc2C(C(=O)OCC)C1C (stereo unspecified)
31	O=C(CSc1nnc(-c2cccnc2)n1Cc1ccco1)N1CCc2ccccc21
32	O=C(O)[C@@H]1CCCC[C@@H]1C(=O)N1CCc2ccccc2C1CN1C(=O)c2ccccc2C1=O (stereo partly specified)

Screen / compound no. | 23 | 24 | 25 | 26 | 27 | 28 | 29 | 30 | 31 | 32
EPAC2 agonist | 18% | 10% | 9% | · | 5% | 2% | 3% | -8% | -1% | -3%
EPAC2 antag | -4% | -6% | -4% | · | -13% | -6% | 3% | -1% | 4% | 1%
D3 antag | -28 | 1 | -11 | · | 0 | -1 | -16 | 9 | -7 | 39
D3 ag | 2 | 2 | 2 | -10 | -7 | -4 | 0 | -3 | 2 | 1
aSyn yeast inh | -1% | -8% | -3% | · | 0% | -50%[inhibitor] | 8% | 3% | 1% | 8%
FUS yeast rescue | 22% | 16% | -3% | 3% | · | 0% | 10% | 14% | 10% | 0%
Abeta rescue | 2% | -5% | -33%[inhibitor] | -18% | -2% | -37%[inhibitor] | -4% | 4% | -6% | 22%
TDP43 rescue | -1% | -4% | -7% | 10% | 6% | -15% | -4% | -10% | -7% | -5%

33	CC(=O)c1cccc(-c2cnc3c(NC=O)cc(-c4ccccc4)cn23)c1
34	Cc1ccc(C(=O)N2CCC(Cc3ccccc3)CC2)cc1[N+](=O)[O-]
35	COc1ccc(Cc2nnc(NC(=O)Cc3cccs3)s2)cc1
36	Cc1ccc(-c2nc(SCC(=O)NCC3CCCO3)c(-c3ccc(C)cc3)[nH]2)cc1 (stereo unspecified)
37	CN(CC(=O)NCC1CCCO1)S(=O)(=O)c1ccc2ccccc2c1 (stereo unspecified)
38	CN(C(=O)CSc1ccc2c(c1)OCCO2)c1ccccc1
39	CC(C)Oc1ccc(CNC(=O)CCC(=O)N2CCSc3ccccc32)cc1
40	O=S(=O)(NC1CCC(NS(=O)(=O)c2c(F)cccc2F)CC1)c1ccc2c(c1)OCCO2 (stereo unspecified)

Screen / compound no. | 33 | 34 | 35 | 36 | 37 | 38 | 39 | 40
EPAC2 agonist | -5% | 12% | -8% | -3% | 2% | 0% | 3% | 18%
EPAC2 antag | -3% | -14% | 0% | 16% | 9% | -1% | -7% | -28%
D3 antag | 55 | -8 | -3 | ? | 18 | -8 | 0 | ·
D3 ag | 2 | -2 | 1 | -7&-16 | 12 | -3 | 3 | ·
aSyn yeast inh | 6% | 1% | 2% | 1% | 5% | 15% | 1% | ·
FUS yeast rescue | ? | 28% | 29% | -29%&-19% | -4% | -16% | 0% | ?
Abeta rescue | 0% | 2% | -1% | -1%&-7% | -3% | 2% | -9% | 0%
TDP43 rescue | 18% | ? | -2% | 0%&5% | 15% | 29% | 8% | ·

41	CCOC(=O)COc1ccc(C)cc1C(=O)c1ccn2nc(-c3ccc(Cl)cc3)cc2n1
42	CN(C(=O)c1ccc2c(=O)n3c(nc2c1)CCCCC3)c1cccc(Cl)c1
43	Cc1cc(C)nc(N(C#N)CC(=O)Nc2ccccc2)n1
44	COc1ccc(N(C(C)=O)S(=O)(=O)c2cccs2)cc1
45	CCCC(=O)N1CC(=O)Nc2ccc(C)cc2C1c1ccccc1 (stereo unspecified)
46	COC(=O)c1ccc(COc2ccc3c4c(c(=O)oc3c2)CCC4)o1
47	O=C(c1ccco1)N(Cc1cc2ccccc2[nH]c1=O)C1CCCCC1

Screen / compound no. | 41 | 42 | 43 | 44 | 45 | 46 | 47
EPAC2 agonist | · | 4% | 5% | 2% | 15% | 8% | 0%
EPAC2 antag | · | -5% | -5% | 19% | -4% | -3% | 2%
D3 antag | · | ? | -15 | 14 | 11 | 12 | 1
D3 ag | 0 | -26 | -7 | -3 | 6 | 0 | 3
aSyn yeast inh | · | 12% | -1% | 0% | 3% | -1% | 13%
FUS yeast rescue | 42% | 27% | 3% | 24% | 19% | 15% | 44%
Abeta rescue | -10% | -22% | -6% | 6% | 24% | -2% | 11%
TDP43 rescue | 0% | 18% | -12% | -4% | 11% | -7% | -3%

The list is partial (hit frequency here may not be typical).
